Compound activity deposited in PubChem BioAssay by several laboratories.
HTR1A agonist = agonists of human 5-HT1a serotonin receptor | activation, % at 10 µM | AID 567 | CHO 5-HT1a Ga15 NFAT-bla reporter, FRET ratio; 0% basal, 100% maximal reference agonist | hit rate 0.56% among 65,000;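 active = activation above the screen-wide mean activation plus 3 SD, cut at about 19% in these data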;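 also: 0% = DMSO wells and 100% = 5-CT at EC100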
Jurkat viability = reduces viability or proliferation of Jurkat cells; Jurkat E6.1 viability, ATP luminescence, 48 h; inhibition, % at 4 µM; hit rate 1.2% among 56,000; AID 463;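 active = inhibition above the mean inhibition of all tested compounds plus 3 SD, cut at about 28% in these data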
HEK293 NFkB inh = inhibitors of the PMA/ionomycin-induced NF-kB reporter in HEK293 cells. HEK-293 NF-kB luciferase reporter, luminescence. inhibition, % at 3 µM. hit rate 0.21% among 62,000. AID 465;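 active = inhibition above the mean of all tested compounds plus 3 SD, cut at about 40% in these data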;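 also: 0% = stimulated DMSO wells and 100% = 10 µM reference inhibitor 5653914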
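Timing: 1 h pretreatment, 16 h stimulation, 37 °C; system: HEK-293 cells with stable firefly luciferase reporter driven by four HIV NF-kB elements; doses: 3 µM once, 0.30% DMSO; measured by: luciferase luminescence; control set: DMSO and 10 µM reference inhibitor; repeats: single test; reagent: PMA plus ionomycin mix as NF-kB-activating stimulus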
S1P1 ag pot = activates or potentiates agonism at human S1P1 receptor; S1P1 CRE-bla cells, forskolin, beta-lactamase FRET, potentiator mode; S1P1 agonist co-added at EC20, 2 nM; 100% = saturating reference agonist, 0% = basal; activation, % at 9.5 µM; hit rate 0.57% among 56,000;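 active = activation above a cutoff set at the mean activation of all tested compounds plus 3 SD, cut at about 54% in these data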;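 also: forskolin at 4 µM as EC80 and the EC20 agonist is SEW2871; 100% = SEW2871 at its EC100 plus forskolin at EC80; some compounds past the cut are filed as inactive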
Target sequence (P21453 whole entry, looked up): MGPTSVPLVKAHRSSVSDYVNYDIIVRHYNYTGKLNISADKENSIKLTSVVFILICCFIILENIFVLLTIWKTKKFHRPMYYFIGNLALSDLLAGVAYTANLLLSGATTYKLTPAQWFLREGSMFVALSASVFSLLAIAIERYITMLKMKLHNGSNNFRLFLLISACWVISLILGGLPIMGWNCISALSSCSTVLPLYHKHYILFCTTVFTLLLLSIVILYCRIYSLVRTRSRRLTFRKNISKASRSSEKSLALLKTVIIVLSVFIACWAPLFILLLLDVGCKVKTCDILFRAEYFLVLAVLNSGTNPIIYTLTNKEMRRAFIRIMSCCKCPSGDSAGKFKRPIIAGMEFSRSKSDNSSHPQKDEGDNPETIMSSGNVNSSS
D1 mod = allosterically modulates the human D1 dopamine receptor. HEK293 D1, CRE-luciferase, dopamine EC30 potentiation; actives deviate in either direction. P21728. hit rate 5.9% among 58,000. B-score at 10 µM;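 active = luminescence count or its row- and column-corrected plate score outside the 99.7% band of the plate's sample wells, on either side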
5HT1E antag = blocks the human 5-HT1E serotonin receptor. P28566. CHO 5-HT1E Ga15 NFAT-bla reporter, FRET, antagonist. inhibition, % at 6 µM. hit rate 0.99% among 65,000;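 active = inhibition above a set limit, the mean inhibition across every tested compound plus 3 SD, cut at about 29% in these data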;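 also: signal is the 460 over 535 nm emission ratio of beta-lactamase substrate; 0% = agonist plus DMSO wells and 100% = wells without agonist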
HTR1E agonist = activates the human 5-HT1E serotonin receptor | P28566 | CHO 5-HT1E Ga15 NFAT-bla reporter, FRET; 0% DMSO wells, 100% control agonist wells | activation, % at 6 µM | hit rate 0.69% among 65,000;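 active = activation above a set limit, the screen-wide mean activation plus 3 SD, cut at about 8.5% in these data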;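 also: 100% = positive control agonist at 1 µM giving full maximal response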
S1P3 agonist = S1P3 (human) receptor agonism; Q99500; S1P3 NFAT-BLA reporter cells, FRET ratio; relative to 1 µM S1P, basal subtracted; activation, % at 4.5 µM; hit rate 0.1% among 60,000;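 active = activation above the screen-wide mean plus 3 SD, cut at about 4.5% in these data, passing the limit was not always enough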; also: some compounds called inactive have numbers as strong as hits
Target sequence (Q99500 whole entry, looked up): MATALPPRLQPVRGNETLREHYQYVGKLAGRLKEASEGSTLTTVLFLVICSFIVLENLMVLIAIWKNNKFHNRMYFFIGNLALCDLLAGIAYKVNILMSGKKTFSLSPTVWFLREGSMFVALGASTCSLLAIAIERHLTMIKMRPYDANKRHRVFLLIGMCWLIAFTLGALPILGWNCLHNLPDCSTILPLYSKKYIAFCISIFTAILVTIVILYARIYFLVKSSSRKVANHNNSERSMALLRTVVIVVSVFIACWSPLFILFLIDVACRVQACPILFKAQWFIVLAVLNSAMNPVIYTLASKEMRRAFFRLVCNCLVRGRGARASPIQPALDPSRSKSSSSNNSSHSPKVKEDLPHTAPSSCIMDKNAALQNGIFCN
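Measure – % activation relative to 1 µM S1P (100%), per plate · System – stable CHO line with human S1P3, Gα16, NFAT-BLA reporter · Timing – cells plated overnight, compound 4 h 37 °C, substrate 2 h RT · Technique – fluorescent BLA substrate, ex 405 nm, em 460/535 nm ratio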
5-HT1A blocker = antagonists of human 5-HT1a serotonin receptor. P08908. CHO 5-HT1a Ga15 NFAT-bla reporter, antagonist mode. inhibition, % at 10 µM. hit rate 0.68% among 62,000;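 active = inhibition above the mean of all tested compounds plus 3 SD, cut at about 43% in these data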;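 also: receptor stimulated by 5-CT agonist at 100 nM near EC80; beta-lactamase reporter measured by ratiometric fluorescence of a cleavable substrate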
Active calls of the source: *; . = not tested or not shown.

The first three records, to show the layout:
SMILES	HTR1A agonist	Jurkat viability	HEK293 NFkB inh	S1P1 ag pot	D1 mod	5HT1E antag	HTR1E agonist	S1P3 agonist	5-HT1A blocker
COc1ccccc1-n1c(N)c(C(N)=O)sc1=S	-2.8	15	-1	11	.	7	-0.7	-1.3	7
CC(=O)N1CCN(c2ccccc2NC(=O)c2cc(Br)ccc2Cl)CC1	1.1	5	7	.	0.36	-3	0.6	-0.5	4
Cc1c(NC(=O)c2cnn3c2NC(c2ccco2)CC3C(F)(F)F)c(=O)n(-c2ccccc2)n1C (stereo not drawn)	-1.7	-1	19	-29	-0.58	-14	-0.6	-1.0	-12

The list itself, from the start:
SMILES	HTR1A agonist	Jurkat viability	HEK293 NFkB inh	S1P1 ag pot	D1 mod	5HT1E antag	HTR1E agonist	S1P3 agonist	5-HT1A blocker
COc1ccccc1-n1c(N)c(C(N)=O)sc1=S	-2.8	15	-1	11	.	7	-0.7	-1.3	7
CC(=O)N1CCN(c2ccccc2NC(=O)c2cc(Br)ccc2Cl)CC1	1.1	5	7	.	0.36	-3	0.6	-0.5	4
Cc1c(NC(=O)c2cnn3c2NC(c2ccco2)CC3C(F)(F)F)c(=O)n(-c2ccccc2)n1C (stereo not drawn)	-1.7	-1	19	-29	-0.58	-14	-0.6	-1.0	-12
Cc1ccc(Sc2oc(/C=N/n3cnnc3)cc2Br)cc1	-1.1	4	3	1	0.36	5	-0.2	-1.2	6
COc1ccc(NC(=O)c2cccc(-n3cnnn3)c2)cc1	-2.2	-6	5	3	0.96	-20	-1.2	-0.8	-7
CC(=O)C1=C(C)NC(SCC(=O)c2ccc(Cl)cc2Cl)=C(C#N)C1c1ccco1 (stereo not drawn)	-2.2	0	14	31	-0.2	18	0.0	-0.6	27
O=C(NCc1ccc2c(c1)OCO2)C1CCC(CNc2c(N3CCCCC3)c(=O)c2=O)CC1 (stereo not drawn)	0.3	-4	5	-14	0.66	-3	-0.5	-0.7	-7
COc1ccccc1CNc1nc2nc(C)c(Cl)c(=O)n2[nH]1	-1.6	0	14	-2	-1.3	-6	-0.6	-0.3	-2
Cc1n[nH]c(C)c1S(=O)(=O)N1CCCC(C(=O)NCC2COc3ccccc3O2)C1 (stereo not drawn)	-0.6	3	-2	0	-0.51	5	-0.9	0.1	6
CC(C)Nc1oc(-c2cccc3ccccc23)nc1C#N	18	3	0	-129	0.88	15	5.0	2.3	-7
CCc1ccc(N2C(=O)c3sc4nnc(C)c(=O)n4c3C2=O)cc1	1.9	3	-3	-10	-1.4	-7	0.1	0.7	-9
CCOC(=O)C1CCN(CC(=O)Nc2c(C(=O)OC)n(C)c3cccc(C)c23)CC1	-5.2	-1	-9	11	0.074	13	-0.6	-0.1	3
COC(=O)[C@H](Cc1ccccc1)NC(=O)NCc1ccc(S(N)(=O)=O)cc1	-0.8	5	12	2	-0.65	12	-0.9	-0.5	11
CCOc1ccc2[nH]c(S(=O)(=O)CC)nc2c1Cl	-0.2	-3	-12	4	0.94	14	-0.6	-1.0	-5
N#CCCN1CCN(C2=NC(=O)C(=C3CCCCC3)S2)CC1	0.7	2	-11	-2	-0.41	-14	-1.1	-0.9	-18
Cc1cc(-c2ccco2)n(CC(=O)NCc2ccco2)n1	-4.1	-2	1	-26	-0.63	6	-1.1	-0.4	11
Cc1ccc(C2SCC(=O)N2Cc2cn3ccsc3n2)o1 (stereo not drawn)	1.9	-2	20	14	-0.92	1	0.3	-0.5	25
CCCNC(=O)CCC(=O)Nc1ncc(-c2ccc(C)cc2)n1C	-4.1	30	10	21	-0.23	16	0.5	-1.8	2
O=C(CNS(=O)(=O)c1cccs1)N1CCc2ccccc2C1	-2.5	10	21	0	-1.4	3	-0.6	-0.9	5
CC(=O)c1cccc(NC(=O)COc2ccccc2)c1	-5.5	-2	9	-6	0.63	-3	-0.3	-0.7	1
COc1ccc(C(=O)c2ccc(OC)c(OC)c2)cc1OC	0.5	-3	11	-12	0.4	9	-0.7	0.7	10
CCOC(=O)C1C(=O)Oc2ccc3ccccc3c2C1C1CCOC1=O (stereo not drawn)	0.3	0	0	10	-0.52	4	-1.3	-0.9	4
N#CCCN1CCN(Cc2cc(-c3ccccc3)ccc2O)CC1	-0.9	7	14	6	.	-8	0.3	-1.1	26
CCOC(=O)c1cc2c(=O)n3ccccc3nc2n(CCCOC)c1=NC(=O)C(C)(C)C	13	.	10	.	4.8*	15	3.9	.	-48
CCOC(=O)c1ccc(NC(=O)c2nn(C)cc2Br)cc1	0.5	1	-7	.	0.35	-3	0.1	-0.6	-4
O=C(CN1C(=O)c2ccccc2C1=O)Nc1ccc(N2CCOCC2)cc1	-1.3	-4	6	17	-0.045	-4	1.2	1.4	-1
O=C(NCCC1=CCCCC1)C1CC(=O)N(C2CCCCC2)C1 (stereo not drawn)	-2.0	6	12	-3	0.35	3	-0.4	-0.4	6
Cn1nc(OCC(N)=O)ccc1=O	0.4	0	6	-21	-0.24	-2	-0.7	-0.1	-16
O=C(CN1C(=O)c2ccccc2S1(=O)=O)Nc1cccnc1	-0.7	-4	-2	-3	0.67	0	-0.3	-0.5	-6
O=C(COc1ccccc1Cl)N1CCN(c2ncccn2)CC1	-0.8	5	0	-19	-0.049	-2	-0.1	0.6	-2
COc1ccc(Cn2nnnc2CN2CCOCC2)cc1	-1.2	-5	-1	-18	-0.35	-4	-1.0	0.0	-8
CCOC(=O)c1sc2nc(NC(=O)c3cccs3)sc2c1C	-5.6	-4	-4	-13	0.97	-1	-0.7	-1.1	-7
COc1ccc(NC(=O)C2CCN(c3cc(C)nc(-c4ccccc4)n3)CC2)cc1	2.5	.	8	.	-1.3	-3	-1.1	.	-9
CC(=O)N1CCC(C(=O)Nc2nc(-c3ccccc3)ns2)CC1	2.1	11	19	12	-0.0055	7	-0.8	-1.5	12
COC(=O)CN(c1ccc(C)c(Cl)c1)S(C)(=O)=O	1.9	13	8	-17	0.01	4	0.5	-0.6	-6
CCCC(=O)Nc1nc2ccc3nc(C)sc3c2s1	-0.1	-6	8	-13	0.54	2	0.0	-1.3	-8
CCOc1cc(C(=O)Nc2ccc(N3CCN(S(C)(=O)=O)CC3)cc2)cc(OCC)c1OCC	-0.6	-5	-6	.	0.73	-4	0.9	0.2	6
Cc1c(C(=O)OCCOC(C)C)[nH]c2c1C(=O)CC(C)(C)C2	2.1	1	5	4	.	9	0.9	-1.1	0
Cc1nc(SCc2c(F)cccc2Cl)n[nH]1	-1.1	-5	20	-8	-0.21	7	0.3	-1.1	1
CCn1c(CSc2nnc(C)n2-c2ccccc2)nc2cc(S(=O)(=O)N(C)C)ccc21	-0.1	-4	8	-10	1.8*	-15	-0.5	0.6	-6
Cn1c(-c2ccccc2)cnc1SCC(=O)NCc1ccco1	0.7	-2	-8	-6	-1.2	2	-0.7	0.0	2
COC(=O)c1nc(N)sc1-c1ccccc1	1.6	4	24	-10	11*	5	-0.3	-0.7	-6
O=C(NCCN1CCOCC1)NC1(C(F)(F)F)Oc2ccccc2O1	1.4	.	0	.	1.5	-9	-0.3	.	4
CCn1c2ccccc2c2nnc(SCC(=O)Nc3ccc4c(c3)OCO4)nc21	-1.6	-2	17	-7	0.3	-5	-1.5	-0.5	-16
Cc1ccc(NC(=O)N(Cc2cc3cc(C)cc(C)c3[nH]c2=O)CC2COCCO2)cc1 (stereo not drawn)	-2.8	-6	-7	-16	-0.065	5	-0.3	0.3	-9
COc1ccc(C2(O)CCN(C(=O)c3ccc4c(c3)OCO4)CC2)cc1	1.1	.	0	.	0.43	4	-0.4	.	-4
CCn1ncc(Br)c1C(=O)Nc1cc(C)ccc1F	-3.5	3	6	-4	1.7	-6	0.2	0.1	11
CCc1ccccc1NC1c2ccccc2C(=O)N1c1cccnc1 (stereo not drawn)	-1.0	-3	-4	-12	-0.13	2	2.2	0.0	2
O=C(Nc1ccc2c(c1)nc1n2CCN(Cc2ccccc2)C1)c1cccs1	-2.2	-2	6	5	0.24	-11	-0.5	-0.3	-16
CCOC(=O)CNC(=O)C(CO)NC(=O)OCc1ccccc1 (stereo not drawn)	-0.5	-2	7	-12	-0.17	-1	0.2	-0.1	-10
Cn1c(=O)c2c(SCC(N)=O)nc(CC(C)(C)C)nc2n(C)c1=O	2.3	-4	12	8	0.54	0	0.2	0.9	-10
CC(C)CCn1c(NCCc2ccccc2)nc2c1c(=O)n(C)c(=O)n2C	0.2	19	11	-17	-1.1	8	1.1	-0.9	3
Cc1cc(SCCC(=O)O)nc2ccccc12	0.7	.	.	-7	.	-8	0.3	-0.9	.
Cc1cc(-c2nnc3n2N=C(c2ccc(-c4ccccc4)cc2)CS3)n[nH]1	-4.1	-1	6	-109	-0.3	-33	3.3	1.7	-23
CCOC(=O)c1sc2ncnc(N3CCN(c4ccc(OC)cc4)CC3)c2c1C	-3.0	0	15	-6	1.4	-11	-1.2	-0.1	6
CS(=O)(=O)N1CCc2cc(C(=O)N3CCOCC3)ccc21	0.3	0	6	-21	1.4	-14	0.5	0.5	-9
CSC(=NCc1cccnc1)NS(=O)(=O)c1cccs1	-0.4	1	9	-2	0.026	2	0.6	0.0	-12
CCC(C)(C(=O)NC1CCCC1)N(C(=O)CNC(C)=O)c1ccc(C)cc1 (stereo not drawn)	-2.3	.	21	.	-0.2	6	-1.2	.	3
CCOc1ccc(-c2nnc(N)s2)cc1	-2.5	-3	-6	4	-0.021	-9	0.6	-0.4	-3
O=C(CSc1nc2ccccc2o1)Nc1ccccc1	-5.5	2	13	-10	0.77	-32	0.4	-1.5	-12
(listing goes on)
SMILES	HTR1A agonist	Jurkat viability	HEK293 NFkB inh	S1P1 ag pot	D1 mod	5HT1E antag	HTR1E agonist	S1P3 agonist	5-HT1A blocker
O=C(c1ccccc1F)N1CCN(S(=O)(=O)c2ccc3c(c2)OCCO3)CC1	-0.6	6	7	32	.	12	0.3	-1.7	-9
Clc1cccc(-c2nnc3sc(-c4ccc5c(c4)OCO5)nn23)c1	-2.9	-6	0	-14	1.1	9	-0.6	-0.5	3
Cc1cc(NC(=O)c2cc(-c3ccccn3)nc3ccccc23)no1	-1.6	8	6	18	.	0	-0.1	-1.5	4
O=c1[nH]c2c(s1)C(c1ccco1)C1C3CCC(C3)C1S2 (stereo not drawn)	-0.4	.	15	.	26*	5	0.3	.	12
COC(=O)c1c(NC(=O)Cc2cccs2)sc(C)c1C	-0.9	-2	7	-11	15*	22	-0.4	0.3	7
COc1ccccc1-c1nc(C#N)c(N2CCc3ccccc3C2)o1	-0.1	-6	10	-14	2.8	2	2.2	0.9	-13
CN(CC(=O)N1CCN(c2ccccn2)CC1)S(=O)(=O)c1ccc2ccccc2c1	0.7	1	15	.	0.1	-7	-0.2	-0.8	8
CCc1cc(C=C(Cl)Cl)oc(=O)c1C	-1.2	13	18	14	0.8	13	-0.6	-2.2	8
CCOc1ccccc1OCCOCCN1CC(C)OC(C)C1 (stereo not drawn)	-1.8	-3	10	.	0.027	3	-0.2	-0.5	1
COc1ccc(OC)c(C2C3=C(CCCC3=O)Nc3nc4ccccc4n32)c1 (stereo not drawn)	-3.7	16	2	-47	0.69	-6	0.2	0.1	-9
